Screens as filed in PubChem BioAssay.
RmlC RmlD mix = RmlC and RmlD coupled enzyme inhibitors, primary screen, biochemical, 384-well, compound mixtures, retest. AID 1532, 2009. RmlC/RmlD coupled enzyme inhibition, 384-well mixture HTS. inhibition, % at 5.5 µM. actives 0.39% (n = 110,000); in the data active = inhibition above about 30%, passing the limit was not always enough; also: strong numbers were not always called active
RT RNaseH block = HIV-1 RT RNase H inhibitors, primary screen, biochemical, fluorescence; inhibition, % at 10 µM; RT-RNase H RNA/DNA duplex cleavage; AID 565, 2006; Gag-Pol polyprotein (Human immunodeficiency virus type 1 group M subtype B (isolate …; actives 1.9% (n = 65,000); in the data active = inhibition above about 50%
* marks the source's active call; other numbers are inactive results; nt = no result given.

SMILES	RmlC RmlD mix	RT RNaseH block
CN(C)CCOC(=O)c1cccc(Br)c1	8	nt
Cc1nc(-c2ccccc2)sc1C1(C)CC(c2ccc(C#N)cc2)=NO1 (configuration not stated)	7	nt
COc1cccc(C2C(C(N)=O)=C(C)Nc3nc(-c4ccccc4Cl)nn32)c1 (configuration not stated)	8	-1
CC[C@H](C)C(C(=O)N1CCN(C(=O)OC(C)(C)C)CC1)n1cc(C(CC(C)C)NC(=O)OC(C)(C)C)nn1 (some centres not stated)	-12	nt
Cc1ccc(CS(=O)(=O)CCC(=O)NCCN(C)Cc2ccccc2)cc1	1	nt
CCOC(=O)c1sc(NC(C)=O)nc1-c1ccccc1	3	nt
CS(=O)(=O)c1ccc(Cl)c(NC(=O)COC(=O)CNC(=O)c2ccc(Br)o2)c1	nt	5
CCOC(=O)C1=C(C)Nc2ncnn2C1c1ccccc1F (configuration not stated)	-8	-18
CCn1nnnc1SCC(=O)Nc1cccc(NC(C)=O)c1	-6	3
CC(C)(C)c1ccc2c(c1)OCC(C(=O)O)O2 (configuration not stated)	-11	40
COc1ccc(NC(=O)C(CC(=O)O)Cc2ccccc2)cc1 (configuration not stated)	4	-3
CC1=CCC2C(=O)N(c3cc(C)on3)C(=O)C2C1 (configuration not stated)	-402	nt
Cc1cnn(-c2ccc3nnc(-c4ccc(Br)cc4)n3n2)c1	-7	11
Cc1ccc(NC(=O)/C(=C\C=C\c2ccccc2)NC(=O)c2ccccc2)cc1	-6	nt
CCOC(=O)C1CCCN(c2c(N3CCN(C)CC3)c(=O)c2=O)C1 (configuration not stated)	-12	nt
Nc1nc2ccccc2n1C(=O)CCc1ccccc1	4	-5
Cc1c(C(=O)N2CCOCC2)oc2ccc(S(=O)(=O)N3CCCCCC3)cc12	-3	-13
C1CCc2nc3c(nc2C1)CCCC3	-15	nt
CCCCn1c(CN(Cc2ccccc2)Cc2ccccc2)nc2c1c(=O)n(C)c(=O)n2C	5	-7
O=C(c1csc2c1CCCCC2)N1CCC2(CC1)OCCO2	-13	-14
CCCC(=O)c1ccc(N2CCCCCC2)c(F)c1	-57	-24
COc1cccc(C(=O)N2CCSC2=S)c1	-9	-97
CCOC(=O)c1sc(NC(=O)CSc2n[nH]c(-c3ccncc3)n2)c(C#N)c1C	3	nt
Nc1cc(Cl)nc(N/N=C/c2ccccc2[N+](=O)[O-])n1	-9	nt
Cc1ccccc1-c1nnc(SCC(=O)Nc2ccc(Cl)cc2)n1N	-13	4

Further records:
SMILES	RmlC RmlD mix	RT RNaseH block
COc1ccc2c(c1OC)C(=O)OC2CC(=O)O (configuration not stated)	8	nt
COc1ccc(-c2noc(CCC(=O)NCc3cccnc3)n2)cc1	-1	-8
COc1cc(NS(=O)(=O)c2ccc(NC(C)=O)cc2)ncn1	8	nt
O=C(O)c1cccn2c(=O)c3ccccc3nc12	5	13
Cc1cc(C)c(OCC(=O)Nc2cccc(NC(=O)c3ccco3)c2)c(Br)c1	-13	-8
Cc1ccccc1CSc1nnc(-c2ccco2)n1Cc1ccco1	-3	-51
CCOC(=O)C1=C(N)Oc2cc(C)[nH]c(=O)c2C1c1ccncc1 (configuration not stated)	-5	-6
O=C(NCCN1CCOCC1)C1CCC(=O)N1Cc1ccccc1Cl (configuration not stated)	-1	-19
Cc1ccc(C)c(-n2c(Cc3cc(=O)[nH]c(=O)[nH]3)nnc2SCC(=O)NCc2ccco2)c1	nt	3
N/C(=N\OC(=O)c1ccc(Br)cc1)c1ccccc1	-17	nt
CC1CN(S(=O)(=O)c2ccccc2)CC(C)O1 (configuration not stated)	2	-17
CCCc1noc2c1/C(=N\O)CC(CC(C)SCC)C2 (configuration not stated)	-12	-17
COc1ccc(OC)c(NC(=O)c2[nH]c(C)c(C(C)=O)c2C)c1	-11	-18
c1cc2cn[nH]c2cc1NC1CCCCCC1	4	-11
CCCCN(CC)c1nc(N)c2c(N)nc(OCC)cc2c1C#N	-6	nt
c1ccc(Cc2nnc(N3CCOCC3)c3ccccc23)cc1	-10	nt
N#Cc1c(Cl)cccc1-n1ccnc1	4	nt
CS(=O)(=O)C1=C(O)C(=O)N(CCCC(=O)O)C1c1ccccc1F (configuration not stated)	7	-2
C=CCSc1nc(N)c(C(=O)Nc2ccccc2)cc1C#N	-3	nt
CC1C(=O)CC(c2ccccc2)N(C)C1c1ccccc1 (configuration not stated)	0	-3
CS(=O)(=O)Nc1ccc(S(=O)(=O)NCCc2ccccc2)cc1	-10	-8
OCCNc1ncnc2ccc(Br)cc12	10	-5
COc1ccc(NC(=S)N2N=CCC2c2ccccc2)cc1 (configuration not stated)	-5	nt
COC(=O)C1=C(c2ccc(S(C)(=O)=O)cc2)C[C@@H]2CC[C@H]1N2C(=O)NCc1ccc(C(F)(F)F)cc1	-4	nt
Cn1c(=O)[nH]c(=O)c2c1ncn2CCCc1ccccc1	14	-10

Further records follow.
SMILES	RmlC RmlD mix	RT RNaseH block
OC(CNCCc1ccc(Cl)cc1)COCc1ccco1 (configuration not stated)	2	3
CCn1c(=O)c(C(=O)NC(C)C)c(O)c2ccccc21	8	nt
Cc1cc(C)n2c(Nc3ccc4c(c3)OCCO4)c(-c3ccccc3)nc2n1	-32	nt
COc1ccc2cc(C(=O)c3ccccc3)c(=O)oc2c1	14	nt
CCCNC(=O)CCC(=O)Nc1ncc(-c2ccc(C)cc2)n1C	0	-6
CCOC(=O)c1cc(C)sc1NC(=S)Nc1ccccc1	9	nt
Cc1oc(/N=C/c2c(O)ccc3ccccc23)c(C#N)c1C	nt	73*
O=C(O)C1[C@H]2C(=O)N(Cc3cccs3)C[C@]23C=C[C@H]1O3 (some centres not stated)	6	-10
CS(=O)(=O)N(CC(=O)N1CCCC1)c1ccc2c(c1)OCCO2	13	nt
O=C(c1cccc(N2C(=O)C3CC=CCC3C2=O)c1)N1CCCCCC1 (configuration not stated)	6	-10
COc1ccc(OC)c(-c2nnc(NC(=O)C(C)Sc3nncn3C)s2)c1 (configuration not stated)	15	-7
CSCCC(NC(=O)c1cc(C)oc1C)C(=O)O (configuration not stated)	1	nt
CCOc1cc(NC(=O)c2cccs2)c(OCC)cc1NC(=O)c1ccco1	-3	nt
CCc1ccc(C(=O)COC(=O)C(Cc2ccccc2)NC(=O)C2CCC(C)CC2)cc1 (configuration not stated)	3	nt
CCOC(=O)N1CCN(CCC(=O)Nc2ccc(Br)cc2)CC1	-12	nt
CCOC(=O)CCCNC(=O)CN1C(=O)NC(CCc2ccccc2)C1=O (configuration not stated)	0	-10
CCOC(=O)c1ccc(NC(=O)CCOc2ccc(OC)cc2)cc1	-6	nt
Cn1c(C(=O)NC2CC2)cc2c(=O)n(C)c3ccccc3c21	-14	-9
CCOC(=O)Cc1cnc(NC(=O)NC(C(=O)OCC)(c2ccccc2)C(F)(F)F)s1 (configuration not stated)	-9	1
CCOc1ccc(NC(=O)C(C)Sc2nnnn2C)cc1 (configuration not stated)	3	-5
O=C(Cc1cccs1)N1CCN(c2ccccn2)CC1	10	-12
CC(C)COc1ccc(C(=O)OCCN2CCOCC2)c(O)c1	1	0
COc1ccc(S(=O)(=O)N2CCCCCC2)cc1C(=O)OCC(=O)NC(N)=O	-1	-32
COc1ccc(-c2nnc3n2C(C)(C)Cc2cc(OC)c(OC)cc2-3)cc1	6	nt
CC1CN(Cc2nc3c(c(=O)n(C)c(=O)n3C)n2CCc2ccccc2)CC(C)O1 (configuration not stated)	-9	1

Carrying on:
SMILES	RmlC RmlD mix	RT RNaseH block
COCCCNC(=O)CCNS(=O)(=O)c1ccc(C)cc1	-13	-2
Cc1cc(C)nc(SC(C)C(=O)N/N=C/c2cccs2)n1 (configuration not stated)	-105	nt
COCOc1cc(O)c(C(=O)/C=C/c2ccc(OCOC)c(OCOC)c2)c(OCOC)c1	4	nt
Cc1noc(C)c1C(=O)OC(C(=O)NC1CCCC1)c1ccc(F)cc1 (configuration not stated)	-1	2
CCCN(CCC)C(=O)Cn1c(=O)n(CCCCC(=O)NCc2ccco2)c(=O)c2ccccc21	-4	-17
Cc1ccnn2c(-c3ccccc3)c3c(=O)n(C)c(=O)n(C)c3c12	3	-17
Cc1ccccc1NC(=O)c1sc2nc3c(c(-c4ccco4)c2c1N)CCC3	1	nt
CC1CCN(S(=O)(=O)c2ccc(NC(=O)Cc3cccs3)cc2)CC1	-14	nt
CCCCNC(=O)Nc1ccccn1	7	nt
COC(=O)Cn1c(=O)sc2ccccc21	-21	-9
CC1CN(Cc2nc3c(c(=O)n(C)c(=O)n3C)n2CC(=O)c2ccccc2)CC(C)O1 (configuration not stated)	3	-15
COc1cccc(C(=O)Nc2nc3c(c(=O)[nH]2)CCCC3)c1	2	nt
O=C(NC1CCCC1)c1ccc(Br)s1	-10	0
COc1ccc(-c2nnn(CC(=O)NC3CCCc4ccccc43)n2)cc1OC (configuration not stated)	5	11
O=C(NCc1ccco1)C1CCCN(S(=O)(=O)c2cccc3nsnc23)C1 (configuration not stated)	7	-4
O=C(NC1CC1)c1ccc2c(c1)ncn2C1CCCC1	-11	6
CCN1C(=O)c2ccccc2S(=O)c2ccc(C(=O)NC3CC3)cc21 (configuration not stated)	8	-8
CCC(C)(C)n1nnnc1C(c1cccnc1)N1CCCc2ccccc21 (configuration not stated)	-1	-9
CCOC(=O)N1CCN(c2c(F)cc3[nH]c(=S)[nH]c3c2Br)CC1	7	48
O=C1c2ccccc2S(=O)(=O)c2cc(C(=O)N3CCN(C(=O)c4ccccc4)CC3)ccc21	-12	nt
COC(=O)Nc1nnc(CC(=O)Nc2ccccc2C)s1	4	6
COc1ccc(C(=O)COC(=O)Cn2nnc3ccccc32)cc1Br	-3	0
O=C(O)Cc1ccc(C(=O)c2cccs2)s1	-5	-4
CN1CSC(=S)N(C)C1	-13	18
O=C(Oc1cc2oc(=O)cc(-c3ccccc3)c2cc1Cl)C1CCCCC1	8	nt

(cont.)
SMILES	RmlC RmlD mix	RT RNaseH block
CCn1cc(C(=O)NCC2CCCO2)c(=O)c2cc(S(=O)(=O)N3CCCCC3)ccc21 (configuration not stated)	7	2
Cc1ccc(CC(=O)Nc2nc3c(s2)CCCC3)cc1	-14	nt
CCCCSc1nnc(-c2ccc(NC(=O)CC)cc2)n1C	10	8
CCOC(=O)/C(=N\Nc1ccccc1)S(=O)(=O)c1ccccc1	9	nt
O=C(Nc1c(F)cccc1F)c1ccc(-n2cncn2)nc1	-7	nt
CCC(C)(C)NC(=O)C(c1ccccc1)N(C(=O)c1csnn1)C1CC1 (configuration not stated)	-14	nt
Cc1ccc(NC(NC(=O)c2cccs2)C(Cl)(Cl)Cl)cc1 (configuration not stated)	-11	nt
COc1cc(/C=C2\C(=O)NC(=O)N(c3ccccc3)C2=O)cc(OC)c1OC	2	nt
Fc1cccc(Nc2ncnc3c2cnn3-c2ccccc2)c1	9	11
CC12CN3CCN(C1)CC(C)(C3)C2=NO	9	nt
COc1ccc(C(=O)NNC(=O)Cc2ccc(-c3ccccc3)cc2)cc1OC	-17	nt
COc1cccc(C(O)CC(N)=O)c1 (configuration not stated)	0	-8
CC(C)C[C@H](NC(=O)c1[nH]cnc1C(=O)N[C@@H](Cc1ccccc1)C(=O)OC(C)(C)C)C(=O)OC(C)(C)C	3	nt
CC(=NCCCN1CCCCC1)c1c(O)n(Cc2ccccc2)c(=O)[nH]c1=O	7	1
Cc1cc(NC(=O)CSc2nnc(-c3ccoc3C)o2)no1	9	-6
O=C(c1ccccc1F)N1CCN(c2ccccc2F)CC1	-12	-7
CCOC(=O)c1ccccc1NC(=O)c1ccc(NS(C)(=O)=O)cc1	0	-16
CC(=O)N1CCN(c2ccc(NC(=O)c3cccc(OCc4ccccc4)c3)cc2)CC1	-12	nt
CCOC(=O)c1c(C)c(C(=O)N(C)C2CCCCC2)c(C)n1C	6	3
CCn1c(=N)n(CCOc2ccc(OC)cc2)c2ccccc21	5	-1
COc1ccc(-c2cc(-c3cccs3)c(C#N)c(SCC(=O)NCc3ccco3)n2)cc1	10	-3
Cc1noc(C)c1CSc1ncnc2sc(C)c(C)c12	4	-12
O=C(Nc1ccccc1)Nc1nncs1	8	-6
N#Cc1c(SCc2ccc(Cl)cc2)sc(C(=O)c2ccccc2)c1N	-10	nt
O=C(CSc1nc2ccccc2c(=O)n1-c1ccccc1)NCc1ccco1	-17	-8

An excerpt of these results, bar-delimited.
molecule | RmlC RmlD mix | RT RNaseH block
CCn1cc(C(=O)NCC2CCCO2)c(=O)c2cc(S(=O)(=O)N3CCCCC3)ccc21 (configuration not stated) | 7 | 2
Cc1ccc(CC(=O)Nc2nc3c(s2)CCCC3)cc1 | -14 | nt
CCCCSc1nnc(-c2ccc(NC(=O)CC)cc2)n1C | 10 | 8
CCOC(=O)/C(=N\Nc1ccccc1)S(=O)(=O)c1ccccc1 | 9 | nt
O=C(Nc1c(F)cccc1F)c1ccc(-n2cncn2)nc1 | -7 | nt
CCC(C)(C)NC(=O)C(c1ccccc1)N(C(=O)c1csnn1)C1CC1 (configuration not stated) | -14 | nt
Cc1ccc(NC(NC(=O)c2cccs2)C(Cl)(Cl)Cl)cc1 (configuration not stated) | -11 | nt
COc1cc(/C=C2\C(=O)NC(=O)N(c3ccccc3)C2=O)cc(OC)c1OC | 2 | nt
Fc1cccc(Nc2ncnc3c2cnn3-c2ccccc2)c1 | 9 | 11
CC12CN3CCN(C1)CC(C)(C3)C2=NO | 9 | nt
COc1ccc(C(=O)NNC(=O)Cc2ccc(-c3ccccc3)cc2)cc1OC | -17 | nt
COc1cccc(C(O)CC(N)=O)c1 (configuration not stated) | 0 | -8
CC(C)C[C@H](NC(=O)c1[nH]cnc1C(=O)N[C@@H](Cc1ccccc1)C(=O)OC(C)(C)C)C(=O)OC(C)(C)C | 3 | nt
CC(=NCCCN1CCCCC1)c1c(O)n(Cc2ccccc2)c(=O)[nH]c1=O | 7 | 1
Cc1cc(NC(=O)CSc2nnc(-c3ccoc3C)o2)no1 | 9 | -6
O=C(c1ccccc1F)N1CCN(c2ccccc2F)CC1 | -12 | -7
CCOC(=O)c1ccccc1NC(=O)c1ccc(NS(C)(=O)=O)cc1 | 0 | -16
CC(=O)N1CCN(c2ccc(NC(=O)c3cccc(OCc4ccccc4)c3)cc2)CC1 | -12 | nt
CCOC(=O)c1c(C)c(C(=O)N(C)C2CCCCC2)c(C)n1C | 6 | 3

Only part of the results is shown (hit frequency here may not be typical).
